Screens as filed in PubChem BioAssay.
PGC1a acetyl inh = inhibitors of PGC1a acetylation signal, primary screen, cell-based, U2OS, AlphaScreen, inhibitor mode; AlphaScreen anti-acetyl-lysine; with virally co-expressed GCN5 acetyltransferase; inhibition, % at 15.6 µM; hit rate 0.17% among 350,000; AID 651687, 2012;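 active means every replicate shows inhibition of at least 40%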;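 further: 0% = neutral control wells and 100% = positive control wells; some results beyond the cut were filed as inactive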
C2C12 statin = suppressors of statin myotoxicity in C2C12 myotubes, primary screen, cell-based, single point, plate reader; C2C12 myotubes + simvastatin, ATP luminescence, 48 h; scaled: DMSO 0, geranylgeraniol control 100; rescue of ATP level, % at 7.49 µM; hit rate 0.78% among 330,000; AID 602340, 2012;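 active means mean ATP rescue above about 67%, or every replicate alone reaching that limit, limit read from the data, passing the limit was not always enough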;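 further: myotubes were challenged with 10 µM simvastatin during compound exposure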
PglD inh = C. jejuni PglD acetyltransferase inhibitors, primary screen, biochemical, DTNB colorimetric, single point. purified PglD enzyme, DTNB colorimetric CoA detection. inhibition, % at 12.5 µM. hit rate 0.098% among 360,000; in the data active means inhibition above about 16%, passing the limit was not always enough; further: strong numbers were not always called active
Cneo AK release = Cryptococcus neoformans cell lysis inducers, primary screen, AK release luminescence, single concentration | C. neoformans lysis, adenylate kinase release luminescence, 4 h; normalised: neutral wells 0, clomiphene wells 100 | lysis activity, % at 15 µM | hit rate 0.2% among 360,000 | AID 651654, 2012;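 active means mean lysis activity across replicates of at least 80%, whatever share of replicates individually reach that level; inactive means mean lysis activity below 80%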
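Material: C. neoformans cells | Amount: Yeast cell density of 5 × 10^6 cells/mL | Medium: Fresh YPD growth medium | Dosing: Single dose | Times: Static 4 h at 37 °C with compound, 1 h detection | Detection: AK luminescence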
FN deposit inh = inhibitors of fibronectin matrix deposition, primary screen, AH1F cells, Alexa488-fibronectin fluorescence, plate reader; AH1F fibroblasts, overnight; inhibition, % at 12.6 µM; hit rate 0.086% among 350,000; AID 743247, 2014;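 active means mean inhibition across replicates of 30% or more, regardless of how many single replicates reach that level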;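 further: positive control wells lacked labelled fibronectin entirely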
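Material: AH1F fibroblast monolayer depositing Alexa488-labelled fibronectin into matrix | Input: 10000 AH1F cells/well | Medium: DMEM plus 2% serum, read in PBS | Reagent: Alexa488-fibronectin, 24 nM final in well | Compound dosing: One dose per compound, pinned | Schedule: 1 h adhesion, overnight exposure | Measured by: Fluorescence at 485 nm excitation, 525 nm emission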
F508del corr = F508del CFTR correction, initial screen, CFBE line, single point | CFBE cells, YFP halide quenching; stimulated with forskolin plus potentiator P3; % fluorescence drop versus neutral controls | AID 720511, 2013 | hit rate 0.36% among 350,000 | activity (quench increase), % at 7.58 µM;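 active means mean added fluorescence quench of at least 8% versus neutral control, with both replicates also reaching 8%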;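 further: cells transiently co-express mutant CFTR-F508del with the halide-sensitive YFP; corrector assay measuring rescue of mutant channel to the surface after 24 h compound exposure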
miR-122 sensor = miR-122 Renilla sensor signal increase in Huh7, primary screen, miR-122 inhibitor project, cell-based, single point, plate reader; Huh7 miR-122 Renilla luciferase sensor, 48 h; neutral wells = 0, positive control = 100; activation (reporter increase), % at 12.5 µM; hit rate 0.3% among 340,000; AID 602342, 2012;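 active means mean replicate activation score at least 90 and every replicate individually at or above 90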;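 further: higher luciferase means less miR-122 activity so hits act as miR-122 inhibitors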
INS-1E GSIS act = GLuc luminescence reporter in INS-1E cells, primary screen for activators of glucose-dependent secretion of insulin. INS-1E GLuc reporter insulin secretion, 2-3 h. activation, % at 16.6 µM. hit rate 0.61% among 370,000. AID 743287, 2014;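 active means lowest replicate activation of at least 40%, so every replicate reaches that level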;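 further: 0% = median of neutral control wells and 100% = median of IBMX positive control wells; some compounds called inactive have numbers as strong as hits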
* = called active by the depositor; . = not tested or not shown; [ ] = remark or other dose.

Under each structure: F508del corr, PGC1a acetyl inh, Cneo AK release, miR-122 sensor, FN deposit inh, PglD inh, C2C12 statin, INS-1E GSIS act
[1] O=C1NC[C@H](Cc2ccccc2)N(CC2CCN(CC3CCCC3)CC2)C1=O
→ 0.9, 2, -1, -3, -5, 0, 6, 5
[2] Cc1noc(C)c1NC(=O)N(C)C[C@H]1Oc2ccc(NC(=O)NC(C)C)cc2C(=O)N([C@@H](C)CO)C[C@@H]1C
→ 0.4, 2, 2, 3[16.7 µM], ., 2, 3, 12
[3] O=C(C[C@@H]1CC[C@H]2[C@@H](COC[C@@H](O)CN2C(=O)Nc2ccc(F)cc2)O1)NC1Cc2ccccc2C1
→ -1.2, 6, -3, -4[16.7 µM], -3, 0, 4, -13
[4] COCCNC(=O)C[C@@H]1CC[C@H]2[C@@H](COC[C@H](O)CN2Cc2ccc(Cl)c(Cl)c2)O1
→ 0.1, -5, 0, -8[16.7 µM], -8, 2, 0, -9
[5] CCn1ncc(CNC(=O)C2(C)CC2(Cl)Cl)c1C (stereo not drawn)
→ 0.1, 7, 3, -1, 3, 2, -1, -2
[6] Cc1occc1-c1nnc(SCC(=O)NC2CCCC2)n1-c1ccccc1
→ ., -20, 1, -6, ., 0, -2, .
[7] Clc1ccc(SCc2cc(-c3ccccc3)on2)cc1
→ ., -3, 6, -8, ., -6, -8, 6
[8] CCC(C)C(NC(=O)OCc1ccccc1)C(=O)NC(Cc1ccc(O)cc1)C(=O)OC (stereo not drawn)
→ 0.6, 5, ., ., -12, ., ., -12
[9] COCCOC(=O)N1C(=O)[C@@]2(c3cc(C#CCC(C(=O)OC)C(=O)OC)ccc31)[C@H](c1ccccc1OCCO)N1[C@H](c3ccccc3)[C@H](c3ccccc3)OC(=O)[C@H]1[C@@H]2C(=O)NC[C@H](O)c1ccccc1
→ -0.2, 32, -1, ., ., 3, ., .
[10] CCC(=O)Nc1ccc(S(=O)(=O)N2CCCCC2)cc1OC
→ ., 1, 1, 9, 1, 2, 1, 5
[11] COc1ccc(NC(=O)N2[C@@H]3CNC[C@H]2C3c2ccc(-c3ccc(F)cc3)cc2)cc1 (stereo partly drawn)
→ 1.1, -4, ., ., 6, ., ., -4
[12] CS(=O)(=O)N1CCC(C(=O)Nc2ccc(OCc3ccccc3)cc2)CC1
→ ., -10, -1, ., ., 1, -43, 10
[13] COc1ccc2sc(-c3ccccc3OC)c(-c3ccc(OCCN4CCOCC4)cc3)c2c1
→ ., -4, -2, 1, ., 0, -3, .
[14] O=C(Nc1ccc(Cl)cn1)c1ccccc1-c1ccccc1
→ 1.0, ., 0, -3, 5, 1, -11, -2
[15] N#C[C@@H]1N[C@H](CO)[C@@H]1c1ccc(C#Cc2ccccc2F)cc1
→ 1.8, -23, -4, ., -9, 3, -25, 18
[16] c1ccc(-c2cc3c(-n4cccc4)ncnc3o2)cc1
→ ., 0, 6, 18, ., -6, 20, .
[17] C[C@@H]1CN([C@@H](C)CO)C(=O)c2cccc(NC(=O)c3cnccn3)c2O[C@H]1CN(C)S(C)(=O)=O
→ -2.8, 3, -8, 2[16.7 µM], ., -3, 10, 7
[18] COc1ccccc1-c1nc(-c2ccncc2)no1
→ ., 1, -3, 4, -16, 1, -5, .
[19] C/C=C/c1cnc2c(c1)C(=O)N([C@H](C)CO)C[C@@H](C)[C@H](CN(C)Cc1ccccc1)O2
→ -3.8, -13, -2, -1[16.7 µM], 9, -3, -2, -7
[20] CCn1c(-c2ccco2)nc2ccccc21
→ ., -5, 3, -1, 10, 4, 0, .
[21] Cc1cccc(NC(=O)Cn2c(=O)n(CCC(=O)NC3CCCC3)c(=O)c3ccccc32)c1
→ ., 15, 4, 8, 2, -4, 7, .
[22] O=C(N[C@H]1CC[C@@H](CCn2cc(C3CCCCC3)nn2)O[C@H]1CO)c1cccnc1
→ -2.6, -2, 0, ., -22, 1, 3, 1
[23] COc1ccc(NC(=O)C2CCN(c3ncnc4c3nc3n4CCCCC3)CC2)cc1Cl
→ -0.9, 6, 0, 13, 16, 1, 3, -18
[24] COc1ccc(OCC(=O)NCC(c2ccc(OC)cc2)N2CCCCC2)cc1 (stereo not drawn)
→ 1.3, 20, 4, ., -11, 1, 10, 22
[25] Cc1ccc(-c2nc(CN(C)C(C3CC3)C3CC3)c(C)o2)cc1
→ -1.2, 2, -2, -8, -6, 3, -12, -5
[26] Cc1ccccc1OCC(=O)N/N=C/c1ccc2c(c1)OCCO2
→ ., -2, 1, 4, ., 0, 6, 10
[27] O=C(NCC(=O)N(c1ccccc1)C(C(=O)NCC1CCCO1)c1ccccc1)c1ccco1 (stereo not drawn)
→ ., -7, -2, -6, -10, 4, 4, .
[28] O=C(CSc1nc(-c2ccco2)cc(C(F)(F)F)n1)NN1CCOCC1
→ 4.1, 13, ., -3, 0, ., ., 13
[29] N=c1c(C(=O)NCC2CCCO2)cc2c(=O)n3ccccc3nc2n1Cc1ccccc1 (stereo not drawn)
→ 0.4, 1, -2, 10, 11, 5, 2, 16
[30] Cc1ccsc1/C=C/c1n[nH]c(=O)c(C#N)c1C
→ 1.1, -5, 5, -6, -2, 3, 1, .

Given as a markdown table: part of the list above.
| # | compound | F508del corr | PGC1a acetyl inh | Cneo AK release | miR-122 sensor | FN deposit inh | PglD inh | C2C12 statin | INS-1E GSIS act |
| --- | --- | --- | --- | --- | --- | --- | --- | --- | --- |
| 23 | COc1ccc(NC(=O)C2CCN(c3ncnc4c3nc3n4CCCCC3)CC2)cc1Cl | -0.9 | 6 | 0 | 13 | 16 | 1 | 3 | -18 |
| 24 | COc1ccc(OCC(=O)NCC(c2ccc(OC)cc2)N2CCCCC2)cc1 (stereo not drawn) | 1.3 | 20 | 4 | . | -11 | 1 | 10 | 22 |
| 25 | Cc1ccc(-c2nc(CN(C)C(C3CC3)C3CC3)c(C)o2)cc1 | -1.2 | 2 | -2 | -8 | -6 | 3 | -12 | -5 |
| 26 | Cc1ccccc1OCC(=O)N/N=C/c1ccc2c(c1)OCCO2 | . | -2 | 1 | 4 | . | 0 | 6 | 10 |

Next records:
Under each structure: F508del corr, PGC1a acetyl inh, Cneo AK release, miR-122 sensor, FN deposit inh, PglD inh, C2C12 statin, INS-1E GSIS act
[31] Cc1ccccc1NS(=O)(=O)c1ccc2c(c1)NC(=O)CCS2
→ 0.3, -2, 4, 16, 4, 1, 12, 3
[32] CCN(C[C@H]1N[C@@](Cc2ccccc2)(C(=O)OC)[C@H]2C(=O)N(Cc3ccccc3)C(=O)[C@@H]12)S(=O)(=O)c1ccc(C)cc1
→ 0.1, ., 1, ., 0, 4, -14, -32
[33] Cc1ccccc1Cn1cc(NC(=O)c2noc(C(C)C)c2[N+](=O)[O-])cn1
→ -0.7, -2, -4, 1, 4, 4, -8, -8
[34] Cc1ccc(Cl)cc1-c1cc(C(=O)NCc2ccc(C(F)(F)F)cc2)[nH]n1
→ 1.0, 1, 1, -1, -12, 3, 0, -35
[35] O=C(C[C@@H]1C=C[C@H](NC(=O)Nc2ccc3c(c2)OCO3)[C@H](CO)O1)NCc1ccc(Cl)cc1
→ 0.4, -7, 25, ., ., -2, 12, 1
[36] O=C1NN=C2CCCCCCC12 (stereo not drawn)
→ 4.2, -5, 2, 2, -2, -2, -3, .
[37] C=C1C(C(=O)Nc2cccc(OC)c2)C1C(=O)Nc1cccc(OC)c1 (stereo not drawn)
→ 2.1, -33, -2, -3, -9, ., ., -1
[38] COc1ccc(C2(CNC(=O)c3ccc(Br)o3)CCOCC2)cc1
→ ., 10, -1, 4, ., 1, 4, .
[39] COc1ccc(F)cc1S(=O)(=O)NCCN1CCOCC1
→ -1.0, ., -3, 7, 6, 0, -5, 0
[40] COc1ccccc1-c1ccc2c(c1)O[C@@H](CN(C)C(=O)c1ccccc1)[C@@H](C)CN([C@@H](C)CO)S2(=O)=O
→ ., -5, -4, -3[16.7 µM], ., 1, -48, -23
[41] CC1(C)O[C@@H]2CC3C4C[C@H](F)C5=CC(=O)C=CC5(C)C4C(O)CC3(C)[C@]2(C(=O)CO)O1 (stereo partly drawn)
→ 3.6, 9, -1, 9, 6, 3, 14, .
[42] CCCCNc1nc2c(-c3ccccc3)nnn2c2ccccc12
→ 0.8, 8, ., ., 3, ., ., -5
[43] CCN(CC)CCN(C(=O)CCS(=O)(=O)c1ccccc1)c1nc2cc3c(cc2s1)OCO3
→ 1.4, ., 3, ., -1, 1, -1, -4
[44] O=c1cc(N2CCN(Cc3ccccc3)CC2)[nH]c(=O)n1-c1ccc(Br)cc1
→ 1.7, -1, 0, -5, -8, 1, -3, -8
[45] CC(C)CCNC(=O)NC(=O)CSc1nnc(COc2ccccc2Cl)o1
→ ., ., 4, -9, -10, -6, ., .
[46] Cc1cccc(NC(=O)c2ccccc2OCC(=O)c2ccccc2)c1
→ ., ., -1, 9, -9, 1, ., .
[47] COc1ccccc1C#Cc1ccc2c(c1)[C@H]1[C@H](CCN1S(=O)(=O)c1cccc(C)c1)[C@H](CO)N2
→ 2.3, -47, ., ., 14, ., ., 9
[48] Cc1ccc(N(CC(=O)N2CCCC2)S(C)(=O)=O)cc1C
→ 0.4, 7, 3, -15, -3, 1, 0, 3
[49] Cc1cc(C(=O)OCC(=O)N2CCN(c3ccccc3)CC2)c2ccccc2n1
→ ., 7, 3, -4, 4, -8, 5, .
[50] COc1ccc(NC(=O)N(C)C[C@@H]2OCCCC[C@@H](C)Oc3ccc(NS(=O)(=O)c4ccc(C)cc4)cc3C(=O)N([C@@H](C)CO)C[C@H]2C)cc1
→ 0.2, -15, 3, -7[16.7 µM], 8, -4, ., -6
[51] O=C(Nc1ccc(NC(=O)C2CC2)cn1)c1ccccc1
→ -0.2, ., -2, -4, 3, -8, -15, 2
[52] COc1ccc(S(=O)(=O)N(C)C[C@@H]2Oc3ccc(NS(=O)(=O)c4ccccc4)cc3C(=O)N([C@H](C)CO)C[C@H]2C)cc1
→ 0.9, 1, -4, 3[16.7 µM], ., 1, 5, -6
[53] CNC[C@H]1Oc2cc(C#CC(C)(C)O)ccc2S(=O)(=O)N([C@H](C)CO)C[C@@H]1C
→ -0.8, 3, 3, 2[16.7 µM], ., 1, -4, 8
[54] COc1ccc(OC)c(S(=O)(=O)NC2CCSc3ccccc32)c1 (stereo not drawn)
→ -1.5, ., -1, ., -2, 3, 3, 9
[55] CN(C)S(=O)(=O)c1ccc(N2CCCC2)c(C(=O)NNC(=O)c2ccc(F)cc2)c1
→ -2.5, -6, 3, 2, 2, 4, 2, 17
[56] Cc1ccc(C)c(C(=O)CCC(=O)NNC(=O)Cn2nc(C)cc2C)c1
→ -1.9, 0, ., -4, -9, -3, 13, 4
[57] CCCC#Cc1ccc([C@@H]2[C@H]3CN(C(=O)c4cccnc4)CC(=O)N3[C@H]2CO)cc1
→ 1.9, 2, ., ., -1, ., ., -6
